# Screens from PubChem.
# FBPA coupling cs: counter-screen for Giardia aldolase inhibitors: coupling enzyme system | coupling enzyme system counterscreen, AmpLite Red fluorescence | activity change, negative = inhibition, % at 58.2 µM, hits read low | actives 0.67% (n = 290,000); in the data active = activity change below about -30%; note: % is set by controls: 0 for no effect and ±100 for the full control effect
#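 Compounds tested against the coupling enzymes alone at 57.5 uM final; readout was AmpLite Red fluorescence (525/598 nm) after 20 min at RT.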
# TRPV1 ag: human TRPV1 agonism | TRPV1-expressing cells, Fluo-8 calcium influx, agonist mode | activation, % at 8.33 µM | actives 0.19% (n = 320,000); in the data active = activation above about 80%; inconclusive = between about 30% and that limit; note: 0% is about no effect
#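 Fluo-8 calcium influx in TRPV1-expressing cells, kinetic read (ex 480/em 520 nm). Compound added and read 3 min for agonist activity, followed by capsaicin at EC20 final and 2 min further read for enhancement.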
# GALK inhibitor: galactokinase (human) inhibition. Potency, µM (titrated, usually from 57.5 µM), without a hit: top-dose activity change, negative = inhibition, actives largely listed as inhibitors. AID 1868. Purified GALK, Kinase-Glo residual ATP luminescence. actives 0.007% (n = 270,000). P51570; note: potency is the fitted concentration of half-maximal effect; % is set by controls: 0 for no effect and ±100 for the full control effect
# Target sequence (P51570 whole entry, looked up): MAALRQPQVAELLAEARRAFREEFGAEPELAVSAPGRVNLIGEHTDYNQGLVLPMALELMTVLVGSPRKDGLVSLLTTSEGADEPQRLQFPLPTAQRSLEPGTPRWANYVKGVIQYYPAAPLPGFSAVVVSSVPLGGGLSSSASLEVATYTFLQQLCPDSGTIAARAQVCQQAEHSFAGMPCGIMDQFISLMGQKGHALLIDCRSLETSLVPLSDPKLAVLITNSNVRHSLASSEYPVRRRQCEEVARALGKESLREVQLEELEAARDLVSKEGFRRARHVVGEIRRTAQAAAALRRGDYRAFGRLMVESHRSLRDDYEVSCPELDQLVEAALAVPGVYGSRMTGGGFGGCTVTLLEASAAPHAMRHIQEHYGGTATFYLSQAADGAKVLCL
#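 ATP-depletion format; final 35 uM ATP, 100 uM D-galactose, 5 nM enzyme; pH 8.0 HEPES/Mg2+ buffer; 60 min RT; luminescence read 10 min after detection reagent.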
# USP2a block: inhibitors of human ubiquitin-specific protease USP2a; AID 463254; USP2 core, Ub-CHOP2 coupled fluorogenic reporter, 485/531; actives 0.01% (n = 330,000); Potency, µM (top dose mostly 38.3 µM), without a hit: at the top dose activity change, negative = inhibition, usual class: inhibitors;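 note: potency is the fitted concentration of half-maximal effect; plate controls were DMSO wells for no effect and full inhibition by NEM control for full effect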
#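 USP2 core (10nM final) preincubated 30min RT with compound in 20mM Tris-HCl pH 8.0, 2mM CaCl2, 2mM beta-mercaptoethanol, 0.05% CHAPS; 25nM Ub-CHOP2 plus 25nM reporter substrate added, fluorescence (Ex485/Em531) read after 60min.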
# KCNH2 WT inh: KCNH2 (human, wildtype) channel inhibition. actives 0.37% (n = 340,000). AID 720551. U2OS, BacMam KCNH2, thallium flux FluxOr; active compounds read low. activity change, % at 1.84 µM;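 active = maximum activity change below -70%; inconclusive = maximum activity change between -70% and -50%; inactive = maximum activity change above -50%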; note: % is set by controls: 0 for no effect and ±100 for the full control effect
#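 U2OS cells transduced with wild-type KCNH2 virus are loaded with FluxOr dye for 45 min, and thallium flux is measured in kinetic reads before and after stimulation buffer. Rate constants are normalized to DMSO controls.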
# Giardia killer: Giardia lamblia killing. Giardia lamblia trophozoite viability. activity change, % at 7.66 µM, hits read low. actives 0.15% (n = 340,000). AID 540267; in the data active = activity change below about -80%; inconclusive = between about -30% and that limit;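 note: parasites exposed to compound for two days anaerobically before the ATP read; % is set by controls: 0 for no effect and ±100 for the full control effect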
#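 Trophozoite viability was measured as ATP-dependent luminescence, read 15-30 min after reagent addition. Before that, parasites at 100 cells/well were exposed to compounds for 48 h, anaerobically, at 37 deg C.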
# KCNH2 3.1 inh: KCNH2 3.1 (human) potassium channel inhibition; activity change, % (tested at about 1.8 µM); U2OS KCNH2 3.1, thallium flux FluxOr; active compounds read low; actives 0.95% (n = 340,000);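 active = maximum activity change below -70%; inconclusive = maximum activity change from -70% to -50%; inactive = maximum activity change above -50%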;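 note: thallium influx rate constant from kinetic fluorescence after stimulation buffer; % is set by controls: 0 for no effect and ±100 for the full control effect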
#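 U2OS cells transduced with KCNH2 3.1 mutant virus (1.77 x 10^8 /mL, 4 h), plated overnight at 37 C, loaded 45 min with FluxOr dye plus Red40 quencher. Thallium flux rate constant from kinetic reads after stimulation buffer, normalised to controls.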
# PKM2 act: PKM2 (human) enzyme activation; Potency, µM (highest dose often 57.5 µM), inactives show top-dose activation, actives largely listed as activators; purified PKM2, Kinase-Glo ATP luminescence, activation; response scale: 0% is enzyme alone, no compound; actives 0.34% (n = 260,000); AID 1631; P14618; note: potency is the fitted concentration of half-maximal effect; % is set by controls: 0 for no effect and ±100 for the full control effect; nearly all actives have a fitted effect of over 55% in size
#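 Purified hPK-M2 (>95%) run at intermediate activity with 0.1 mM ADP and 0.5 mM PEP in 50 mM imidazole pH 7.2, KCl, MgCl2; 1 h room temperature. ATP formed read by Kinase-Glo luminescence; normalized to uninhibited and no-enzyme controls.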
# CXXC DNA block: blocks binding of human MLL CXXC domain to DNA | Potency, µM (top dose mostly 115 µM), inactives show at the top dose activity change, negative = inhibition, actives largely listed as inhibitors | Q03164 | actives 0.037% (n = 290,000) | MLL-CXXC / FITC-HOXA9 DNA fluorescence polarization; active = well fitted inhibition curve with a large enough effect in the polarisation, with a control signal flat, not every such curve was filed as active; inconclusive = small, poorly fitted or top-dose-only effect, or effect the other way, or a change in a side signal; inactive = no such curve, though single readings can be large or run the other way; the % refers to the polarisation; note: potency is the fitted concentration of half-maximal effect
#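 Fluorescence polarization: 7 uM MLL-CXXC (stock) preincubated 5 min with compounds, then 50 nM fluorescein-HOX-A9 DNA (stock) added; 30 min ambient. Buffer 50 mM Tris-HCl pH 7.5, 50 mM NaCl, 1 mM DTT, 0.05% BSA.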
# Menin-MLL TR inh: inhibitors of human menin-MLL interaction, mutant MLL peptide. Potency, µM (highest dose often 61.6 µM), for inactives: at the top dose FP activity change, negative = inhibition, hits mostly inhibitors. AID 1768. actives 0.23% (n = 270,000). Menin + Texas Red MLL mutant peptide, fluorescence polarization; active = well fitted inhibition curve with a large enough effect in the polarisation, with a control signal flat, not every such curve was filed as active; inconclusive = small, poorly fitted or top-dose-only effect, or effect the other way, or a change in a side signal; inactive = no such curve, though single readings can be large or run the other way; the % refers to the polarisation; note: potency is the fitted concentration of half-maximal effect; % of control where 0% means no effect; many of its hits are not listed in these tables
# Target sequence (O00255 whole entry, looked up): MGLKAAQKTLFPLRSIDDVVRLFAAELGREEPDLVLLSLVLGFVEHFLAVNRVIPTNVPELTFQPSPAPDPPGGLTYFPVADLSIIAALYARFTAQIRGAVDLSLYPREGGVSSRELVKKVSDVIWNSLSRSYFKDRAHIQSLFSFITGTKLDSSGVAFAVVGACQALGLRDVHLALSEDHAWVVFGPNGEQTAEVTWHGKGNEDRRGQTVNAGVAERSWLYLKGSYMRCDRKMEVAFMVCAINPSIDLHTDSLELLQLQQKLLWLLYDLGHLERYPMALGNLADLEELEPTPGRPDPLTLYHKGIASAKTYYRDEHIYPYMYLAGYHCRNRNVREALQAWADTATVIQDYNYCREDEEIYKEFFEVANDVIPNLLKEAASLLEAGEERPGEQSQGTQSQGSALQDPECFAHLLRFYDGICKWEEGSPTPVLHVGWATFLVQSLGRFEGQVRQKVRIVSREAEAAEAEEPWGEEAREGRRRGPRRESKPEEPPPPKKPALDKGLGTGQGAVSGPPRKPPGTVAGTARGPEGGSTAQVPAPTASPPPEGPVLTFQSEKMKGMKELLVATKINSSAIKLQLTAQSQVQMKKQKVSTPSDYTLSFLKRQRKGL
# B2AR arrestin: beta2AR (human) beta-arrestin recruitment activity; beta-arrestin recruitment to beta2AR, cell-based reporter; actives 0.02% (n = 330,000); AID 492947; Potency, µM (top dose mostly 46.1 µM), without a hit: at the top dose activation, actives largely listed as activators; P07550;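 note: potency is the fitted concentration of half-maximal effect; 0% = DMSO controls and full agonism = EC100 isoproterenol or metaproterenol; nearly all actives have a fitted effect of over 65% in size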
# An asterisk follows results filed as active; ? = inconclusive; . = not tested or not shown; + = active, no number; [ ] = another dose, or the depositor's remark. Unless noted, calls come from the whole dose curve; as a rule, active = well fitted curve in the direction sought with a large enough effect; inconclusive = small, poorly fitted or top-dose-only effect, or another doubt; inactive = no such curve, though single readings can be large; an effect the other way counts as inactive or inconclusive. Some of the compounds tested (hit frequency here may not be typical).
SMILES,FBPA coupling cs,TRPV1 ag,GALK inhibitor,USP2a block,KCNH2 WT inh,Giardia killer,KCNH2 3.1 inh,PKM2 act,CXXC DNA block,Menin-MLL TR inh,B2AR arrestin
O=c1cccc2c1c1cc[nH]c3ccc(=O)n2c31,.,-1.3,.,1.6%,-8.1,?,16.7,.,.,.,0.0%
CCOC(=O)C(=O)Cc1nc2ccccc2s1,3.4,24.6,3.9%,9.1%,5.1,0.1,4.0,-11.8%,1.0%,.,0.4%
C=CCc1cc(C)ccc1OCCOCCN1CCN(C)CC1,3.2,0.2,5.8%,-1.1%,-12.6,-3.7,-30.2,3.1%[11.5 µM],0.5%,-11.7%,-0.5%
O=C(Nc1c2c(nn1-c1ccc(Cl)cc1)CS(=O)(=O)C2)C1CC1,.,-1.3,-3.1%,1.0%,-9.5,-18.6,0.3,0.1%,2.1%,.,-0.6%
N#CCc1ccc(NC(=O)/C=C/c2ccc([N+](=O)[O-])o2)cc1,-5.6,-2.3,8.5%,?,2.0,?,-16.0,-8.7%,?,14.3%,0.2%
CNCc1cn2cc(Cl)ccc2n1,0.7,3.0,0.1%,4.8%,0.7,-8.3,-2.0,-3.1%,19.8%,7.8%,0.0%
COCCN1CCN(C(=O)c2cc(COc3ccc(Cl)cc3OC)on2)CC1,.,-3.9,-4.8%,-0.3%,0.3,8.8,7.3,-5.2%,30.0%,.,-0.1%
COc1ccc(-c2c[n+]3c(n2-c2ccccc2)CCCCC3)cc1,-0.4,-4.7,0.0%,1.9%,-3.6,-16.7,-0.2,-0.7%,12.4%,-25.8%,0.0%
Cc1ccccc1-n1c(=O)cc(N2CC(C)OC(C)C2)[nH]c1=O (stereo not given),3.5,-7.2,-1.1%,2.3%,8.0,9.7,1.7,-1.0%,-5.2%,12.5%,-1.9%
Cc1ccc(C2=NCCNC2=O)c(C)c1,0.4,0.2,-0.6%,0.4%,14.6,1.5,-0.8,-1.9%,-3.3%,-14.4%,-0.1%
Cc1ccccc1C(=O)Nc1ccc2nc3n(c(=O)c2c1)CCCC3,-0.6,2.2,.,-1.3%,-1.2,10.2,-15.4,.,?,-8.7%,-1.0%
CCOc1ccc(OCc2ccc(C(=O)N(C)c3ccccc3)o2)cc1,0.0,6.5,1.5%,1.8%,2.4,-26.1,-4.6,-0.1%,0.5%,-10.4%,-1.1%
COCCn1c(SCC(=O)Nc2sccc2C(N)=O)nc2cc(Cl)ccc2c1=O,2.6,-2.8,2.9%,-1.6%,-3.4,0.8,.,9.8%,-1.3%,41.3%[activator],-0.8%
COc1ccccc1-c1coc2c(CN3CCCC(C)C3)c(O)ccc2c1=O (stereo not given),-0.2,3.2,-1.6%,4.1%,2.0,-3.4,1.7,.,6.2%,?,-1.0%
COc1ccc2ccc(OC)c(/C=N/n3cnnc3)c2c1,-10.0,-1.1,2.3%,1.9%,?,-21.2,-3.4,-0.3%,-25.0%,-9.4%,-1.0%
O=C(NCCO)c1ccc(-c2nnc(N3CCOCC3)c3ccccc23)cc1,0.3,-0.8,-0.4%,0.5%,-2.2,7.4,-6.9,-1.2%,1.5%,-20.5%,0.2%
COc1cccc(C(=O)NCCNC(=O)c2ccco2)c1,4.6,-0.1,3.0%,4.5%,-4.9,-11.1,-3.1,.,3.6%,-16.3%,-0.3%
COc1cccc(C2(C)NC(=O)N(CC(=O)c3cc(C)n(C4CC4)c3C)C2=O)c1 (stereo not given),.,0.7,.,0.1%,2.4,9.9,2.8,.,.,.,0.2%
CC(C)(C)NC(=O)NC(=O)Cn1cc(C(F)(F)F)ccc1=O,0.4,1.6,3.1%,-5.8%,-1.6,5.5,0.8,2.3%,-4.1%,11.3%,0.4%
C#CCn1ccc(O)c(Cc2c(F)cccc2Cl)c1=O,1.5,0.1,5.9%,1.8%,4.6,14.9,0.3,0.8%,1.2%,-0.1%,-1.0%
CN(C)C(=O)c1cn(-c2ccccc2)nc1-c1cc2ccccc2o1,-18.8,?,8.2%,-3.5%,7.6,-23.1,-12.4,7.6%,0.5%,31.1%[activator],-0.2%
Cc1ccc(OCC(=O)Nc2ccccc2N2CCCC2)c(C)c1,-1.7,?,3.7%,-4.0%,+,-5.3,-10.9,-10.9%,0.5%,-11.5%,0.0%
CCN(CC)Cc1c(O)ccc2c(=O)c(Oc3ccccc3OC)coc12,2.3,-3.6,-0.8%,-1.6%,4.0,3.8,11.3,0.2%,-2.6%,-7.9%,0.2%
COc1ccc(/C=C2\CCCC(C(=O)C(F)(F)F)=C2O)cc1OC,3.6,-0.4,-2.8%,-3.8%,.,.,.,-16.0%,?,15.6%,-0.9%
O=C(Nc1nnc(S(=O)(=O)N2CCCCC2)s1)c1ccccc1Br,1.4,-0.8,.,2.0%,3.8,-8.4,-23.7,-2.6%,.,23.5%,0.0%

# Quoted from the listing:
# Reading for CN(C)C(=O)c1cn(-c2ccccc2)nc1-c1cc2ccccc2o1 under Giardia killer: -23.1
# Reading for COc1ccc(-c2c[n+]3c(n2-c2ccccc2)CCCCC3)cc1 under KCNH2 WT inh: -3.6
# Reading for Cc1ccc(C2=NCCNC2=O)c(C)c1 under TRPV1 ag: 0.2
# Reading for O=C(NCCO)c1ccc(-c2nnc(N3CCOCC3)c3ccccc23)cc1 under USP2a block: 0.5%
# Reading for COc1cccc(C2(C)NC(=O)N(CC(=O)c3cc(C)n(C4CC4)c3C)C2=O)c1 (stereo not given) under TRPV1 ag: 0.7

# (listing goes on)
SMILES,FBPA coupling cs,TRPV1 ag,GALK inhibitor,USP2a block,KCNH2 WT inh,Giardia killer,KCNH2 3.1 inh,PKM2 act,CXXC DNA block,Menin-MLL TR inh,B2AR arrestin
COc1cccc(OCC(O)CNC2CCCC2)c1 (stereo not given),0.1,-5.3,-2.4%,1.8%,-2.4,28.7,10.7,1.9%,3.2%,0.5%,0.1%
O=C(c1ccc(-n2cccc2)cc1)N1CCN(Cc2ccccc2)CC1,0.4,18.2,0.1%,0.1%,-72.7*,-20.9,?,-6.3%,3.6%,?,-0.2%
CNc1nc(C)c(C(C)(C)C)s1,0.1,-1.0,1.0%,0.1%,2.4,-9.4,-1.4,0.1%,31.6%[activator],.,5.6%
COc1ccc(NS(=O)(=O)c2cccc(C(=O)N/N=C/c3ccc4c(c3)OCCO4)c2)cc1,0.5,-3.6,-0.8%,0.4%,1.5,-14.1,.,0.0%,-18.4%,-5.6%,-0.6%
Cc1ccc2nc(SCC(=O)Nc3nonc3C)[nH]c2c1,0.6,16.5,-1.3%,2.0%,3.3,-0.2,0.6,.,-4.5%,-0.4%,-0.2%
Cc1ccc(C(=O)NC(=S)Nc2cccc(NC(=O)c3ccccc3Cl)c2)cc1[N+](=O)[O-],1.2,-2.3,0.6%,3.6%,-10.9,16.9,-23.9,-3.9%,-2.9%,?,0.5%
O=C(CN1CCN(c2ccc(O)cc2)CC1)N1CCc2ccccc21,-7.1,0.2,17.0%,2.1%,5.2,-9.4,-0.6,12.8%,1.0%,-24.8%,0.1%
CCCCNC(=O)CSc1nnc(Cc2ccccc2)n1CC,-2.4,2.7,-1.1%,0.6%,2.4,-16.0,-11.6,-0.5%,11.3%,-9.9%,-0.4%
COc1cc2c(C(=O)N(C)c3ccc(F)cc3)cn(C)c(=O)c2cc1OC,2.2,2.4,-2.0%,-3.6%,-4.2,7.0,-10.6,.,-0.9%,0.6%,-0.1%

# 2 records drawn at random from those above, as already listed:
SMILES,FBPA coupling cs,TRPV1 ag,GALK inhibitor,USP2a block,KCNH2 WT inh,Giardia killer,KCNH2 3.1 inh,PKM2 act,CXXC DNA block,Menin-MLL TR inh,B2AR arrestin
O=C(c1ccc(-n2cccc2)cc1)N1CCN(Cc2ccccc2)CC1,0.4,18.2,0.1%,0.1%,-72.7*,-20.9,?,-6.3%,3.6%,?,-0.2%
COc1cccc(OCC(O)CNC2CCCC2)c1 (stereo not given),0.1,-5.3,-2.4%,1.8%,-2.4,28.7,10.7,1.9%,3.2%,0.5%,0.1%
